FBPA coupling cs: inhibits coupling enzyme system, counter-screen for aldolase hits. activity change, negative = inhibition, % at 58.2 µM, hits read low. coupling enzyme system counterscreen, AmpLite Red fluorescence. actives 0.67% (n = 290,000); in the data active = activity change below about -30%; also: % is scaled to controls: 0 for no effect and ±100 for the full control effect
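Final compound at 57.5 uM, incubated 10 min at RT with coupling enzyme reagent (glyceraldehyde-3-phosphate), then 20 min with substrate and AmpLite Red detection. Fluorescence read at 525/598 nm; tests interference with the coupling assay, not aldolase inhibition.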
uPA surface inh: inhibitors of cell surface uPA generation; AID 540303; actives 0.31% (n = 330,000); cell surface uPA generation assay, qHTS; Potency, µM (highest dose often 38.3 µM), for inactives: at the top dose activity change, negative = inhibition, hits mostly inhibitors; active = well fitted inhibition curve with a large enough effect; inconclusive = small, poorly fitted or top-dose-only effect; inactive = no such curve, though single readings can be large or run the other way; tested in mouse RAW 264.7 cells; also: potency is read from the fitted curve at half-maximal effect; % is scaled to controls: 0 for no effect and ±100 for the full control effect; nearly all actives have a fitted effect of over 55% in size
NPC1 promoter act: activates the NPC1 promoter; Huh7 NPC1 promoter luciferase reporter, 24 h; Potency, µM (top dose mostly 9.22 µM), for the others: at the highest dose activation, usual class: activators; actives 2.4% (n = 320,000);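 also: potency is read from the fitted curve at half-maximal effect; % of control where 0% means no effect; nearly all actives have a fitted effect of over 60% in size; reporter is driven by a mutant NPC1 promoter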
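Luminescence read-out of NPC1 promoter-driven luciferase in stably transfected Huh7 cells; compounds delivered in DMSO and left 24 h at 37C, 5% CO2, qHTS titration format.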
KCNH2 3.1 inh: blocks the human KCNH2 3.1 channel isoform | U2OS KCNH2 3.1, thallium flux FluxOr; hits give low values | activity change, % (tested at about 1.8 µM) | actives 0.95% (n = 340,000) | AID 720553;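 active = maximum activity change below -70%; inconclusive = maximum activity change from -70% to -50%; inactive = maximum activity change above -50%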;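 also: thallium influx rate constant from kinetic fluorescence after stimulation buffer; % is scaled to controls: 0 for no effect and ±100 for the full control effect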
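FluxOr-based Tl+ influx in U2OS cells transduced with KCNH2 3.1 virus; rate constants normalized to DMSO controls.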
Gal4-VP16 FLuc: Gal4-VP16 reporter inhibition counter-screen; Potency, µM (highest dose often 53.6 µM), without a hit: at the top dose activity, negative = inhibition, actives largely listed as inhibitors; AID 2546; Drosophila S2 Gal4-VP16 UAS-luciferase, luminescence, 20 h; actives 3.5% (n = 310,000);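 also: Gal4-VP16 expression switched on by copper sulfate through the metallothionein promoter; potency is read from the fitted curve at half-maximal effect; % is scaled to controls: 0 for no effect and ±100 for the full control effect; nearly all actives have a fitted effect of over 50% in size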
RORg inh: ROR gamma (mouse) transcription inhibition. P51450. Drosophila S2 Gal4-RORgamma UAS-luciferase reporter, 20 h. Potency, µM (titrated, usually from 53.6 µM), without a hit: at the highest dose activity change, negative = inhibition, actives largely listed as inhibitors. actives 5.4% (n = 310,000). AID 2551; also: potency is read from the fitted curve at half-maximal effect; % is scaled to controls: 0 for no effect and ±100 for the full control effect; nearly all actives have a fitted effect of over 60% in size
Target sequence (P51450 whole entry, looked up, the tested form may be a part): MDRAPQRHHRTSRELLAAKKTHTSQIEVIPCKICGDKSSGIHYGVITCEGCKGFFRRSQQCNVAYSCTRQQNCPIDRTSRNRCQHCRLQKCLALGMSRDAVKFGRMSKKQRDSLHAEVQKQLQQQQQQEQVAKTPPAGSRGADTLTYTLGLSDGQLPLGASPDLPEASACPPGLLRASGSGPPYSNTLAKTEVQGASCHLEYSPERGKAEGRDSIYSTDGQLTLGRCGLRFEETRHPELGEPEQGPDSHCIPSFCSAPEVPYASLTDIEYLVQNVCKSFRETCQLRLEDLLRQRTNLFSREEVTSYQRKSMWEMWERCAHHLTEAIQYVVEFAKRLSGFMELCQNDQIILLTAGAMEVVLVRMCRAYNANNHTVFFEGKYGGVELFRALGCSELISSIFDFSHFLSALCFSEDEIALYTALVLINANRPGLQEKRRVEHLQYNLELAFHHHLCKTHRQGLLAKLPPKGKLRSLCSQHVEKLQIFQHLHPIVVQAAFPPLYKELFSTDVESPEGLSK
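ROR gamma transcriptional activity was tracked as Gal4-UAS luciferase output in stably transfected Drosophila Schneider cells, with compound added 1 hr before 700 uM copper sulfate induction and a 20 hr ambient-temperature incubation.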
Giardia kill: kills Giardia lamblia. Giardia lamblia trophozoite viability. activity change, % at 7.66 µM, hits read low. actives 0.15% (n = 340,000); in the data active = activity change below about -80%; inconclusive = between about -30% and that limit;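 also: parasites exposed to compound for two days anaerobically before the ATP read; % is scaled to controls: 0 for no effect and ±100 for the full control effect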
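Trophozoites 100 cells/well + cpd; 48 hrs, 37 deg C, anaerobic. ATPLite 1-Step added, 15-30 min RT, luminescence read (ATP-based viability).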
ELG1 genotoxic: genotoxicity induction in ELG1-luciferase HEK293T cells; HEK293T ELG1-luciferase reporter, luminescence, 16 h; Potency, µM (doses to about 46 µM), for the others: at the highest dose activity change, positive = activation, hits mostly activators; actives 1.3% (n = 330,000); also: potency is read from the fitted curve at half-maximal effect; % of control where 0% means no effect; nearly all actives have a fitted effect of over 60% in size
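Genotoxic stress is detected as increased luminescence from luciferase-tagged ELG1 in HEK293T cells, measured with ONE-Glo after a 16 hr treatment at 37 °C.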
Tb PFK block: T. brucei PFK enzyme inhibition. Potency, µM (top dose mostly 57.5 µM), without a hit: at the highest dose activity, negative = inhibition, usual class: inhibitors. AID 485367. actives 0.17% (n = 330,000). T. brucei PFK, ADP-Glo luminescence. O15648;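 also: potency is read from the fitted curve at half-maximal effect; 0% = uninhibited 1x PFK enzyme wells and -100% = no-enzyme wells; nearly all actives have a fitted effect of over 60% in size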
Target sequence (O15648 whole entry, looked up): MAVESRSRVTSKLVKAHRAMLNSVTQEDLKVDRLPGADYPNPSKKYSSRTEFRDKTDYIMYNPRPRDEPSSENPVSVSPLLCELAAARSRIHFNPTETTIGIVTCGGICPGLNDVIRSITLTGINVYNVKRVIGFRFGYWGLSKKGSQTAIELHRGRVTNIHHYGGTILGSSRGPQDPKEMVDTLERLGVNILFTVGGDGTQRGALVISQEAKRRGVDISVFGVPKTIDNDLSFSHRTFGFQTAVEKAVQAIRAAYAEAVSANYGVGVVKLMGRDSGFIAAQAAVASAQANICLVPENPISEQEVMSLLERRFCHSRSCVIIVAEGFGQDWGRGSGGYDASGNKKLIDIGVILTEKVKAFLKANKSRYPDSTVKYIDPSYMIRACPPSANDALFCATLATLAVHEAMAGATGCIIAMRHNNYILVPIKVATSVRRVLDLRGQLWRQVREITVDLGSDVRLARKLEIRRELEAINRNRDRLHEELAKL
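PFK 1.25 nM, F6P 0.5 mM, ATP 0.1 mM, 0.1 M TEA pH 8.0, 5 mM MgCl2, 0.01% Tween20, 0.1% BSA; 45 min RT. ADP-Glo readout. qHTS titration up to 57 uM; curves fitted, compounds curve-classed.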
Rab9 promoter act: activates the Rab9 promoter; AID 485297; Huh7 Rab9 promoter-luciferase reporter, luminescence, 24 h; actives 2.8% (n = 320,000); Potency, µM (top dose mostly 9.22 µM), for inactives: at the top dose activation, negative = inhibition, usual class: activators; also: potency is read from the fitted curve at half-maximal effect; % of control where 0% means no effect; nearly all actives have a fitted effect of over 60% in size
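Steps: seed 1500 Huh7 Rab9-luc cells per well, rest 2 h at 37 °C; add compound in DMSO; incubate 24 h; add luciferase reagent, 10 min ambient; read luminescence.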
FLuc counter: firefly luciferase modulation, counter-screen for miR-21 project; actives 6.9% (n = 360,000); Potency, µM (highest dose often 57.5 µM), for inactives: top-dose activity change, negative = inhibition, most hits filed as inhibitors; purified FLuc, Km substrates, luminescence inhibition; P08659;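 also: potency is read from the fitted curve at half-maximal effect; plate controls were vehicle for no effect and reference inhibitor for full effect; nearly all actives have a fitted effect of over 55% in size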
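Purified P. pyralis luciferase (10nM final) with 10uM D-luciferin and 10uM ATP (Km levels) in 50mM Tris acetate pH 7.5, 10mM Mg acetate, 0.01% Tween-20, 0.05% BSA; qHTS 6-point titration, ~60 µM downward; luminescence read.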
An asterisk follows results filed as active; ? = inconclusive; / = not tested or not shown; & = joins results of further samples; [ ] = remark or other dose. Unless noted, calls follow the shape of the dose curve; as a rule, active = well fitted curve in the direction sought with a large enough effect; inconclusive = small, poorly fitted or top-dose-only effect, or another doubt; inactive = no such curve, though single readings can be large; an effect the other way counts as inactive or inconclusive.

[1] O=C(CSc1cn(CC(=O)N2CCOCC2)c2ccccc12)N1CCOCC1
[2] Cc1cc(C)nc(N/N=C/c2cc(C)n(CC(F)(F)F)c2C)n1
[3] CC(C)C(=O)c1ccc(O)c(O)c1
[4] O=C(Cn1cc(C(=O)C(F)(F)F)c2ccccc21)N1CCOCC1
[5] CC(=O)c1ccc(N=Nc2ccc(C)cc2)cc1
[6] CC1(C)CCC(=O)C=C1Nc1ccc(F)c(Cl)c1
[7] O=[N+]([O-])c1ccc(Cl)c(/C=N/N2CCN(c3ccccc3)CC2)c1
[8] CCCCc1c(O)nc(SCCC(=O)O)[nH]c1=O
entry no.	1	2	3	4	5	6	7	8
FBPA coupling cs	3	-3	-7	5	2	3	6	-2
uPA surface inh	-8%	-11%	?	-3%	-7%	?	6%	/
NPC1 promoter act	2%	-6%	-7%	-1%	0.32µM*	-4%	3%	-6%
KCNH2 3.1 inh	-1	3	-85*	-7	-2	-9	-11	/
Gal4-VP16 FLuc	5%	?	-8%	1%	?	1%	-16%	-1%
RORg inh	-6%	8.9µM*	-14%	1%	10µM*	?	1%	-1%
Giardia kill	-5	?	1	-14	-2	?	-9	/
ELG1 genotoxic	1%	-9%	2%	2%	0.46µM*	-5%	-7%	0%
Tb PFK block	18%	-1%	-5%	-3%	2%	-4%	5%[0.46 µM]	4%
Rab9 promoter act	0%	-18%	-11%	-3%	0.32µM*	2%	4%	-5%
FLuc counter	-2%	-15%	1%	0%	0.95µM*	7%	5%	7%

[9] CN(C(=O)CCN1C(=O)/C(=C/c2ccccc2F)SC1=S)C1CCS(=O)(=O)C1 (stereo not given)
[10] Cc1nc(-c2ccncc2)nc(NCCNc2ncccc2C(F)(F)F)c1Cl
[11] CCN(CC)/C(=N/O)NC(=O)NS(=O)(=O)c1ccc(C)cc1
[12] COc1ccc(CN(C)Cc2cc(=O)oc3cc(C)c(C(C)C)cc23)cc1OC
[13] C/[N+]([O-])=C\c1coc2ccccc2c1=O
[14] COc1cccc(OCCn2cc(C(C)=O)c3ccccc32)c1
[15] c1cncc(-c2nc(-c3cccs3)cs2)c1
[16] O=C(NCCCN1CCCC1=O)c1ccc(NS(=O)(=O)c2cccc([N+](=O)[O-])c2)cc1
entry no.	9	10	11	12	13	14	15	16
FBPA coupling cs	/	0	1	1	-1	-3	-4	/
uPA surface inh	-4%	14%	7%	-4%	-2%	-2%	2%	0%
NPC1 promoter act	-11%	-4%	/	0%	0%	-9%	29%	-1%
KCNH2 3.1 inh	-9	25	1	-13	-10	-45	4	-24
Gal4-VP16 FLuc	?	12%	-17%	5%	10%	?	17%	/
RORg inh	?	-14%	2%	7%	-11%	?	13%	/
Giardia kill	23	-13	0	0	1	16	-15	11
ELG1 genotoxic	-17%	-1%	/	-4%	2%	?	14%	0%
Tb PFK block	-1%	0%	/	0%	-2%	-4%	0%	-4%
Rab9 promoter act	-26%	1%	/	5%	1%	-28%	19%	-5%
FLuc counter	27µM*	-2%	2%	0%	2%	-11%	27µM*	-1%

[17] COc1ccc(NC(=O)c2ccccc2-c2ccc(C(F)(F)F)cc2)cc1S(=O)(=O)N1CCOCC1
[18] CC(=O)Nc1cc(NC(C)=O)cc(C(=O)OCC(=O)c2ccc3c(c2)OCO3)c1
[19] CCCCCCCC(=O)Nc1ccc(C(=O)N/N=C/c2cccc([N+](=O)[O-])c2)cc1
[20] COc1ccccc1OCc1cc(C(=O)NCc2ccc(N3CCCC3=O)cc2)no1
[21] COc1ccccc1NC(=O)CCCCCN1C(=O)c2cccc3cccc(c23)C1=O
[22] Cc1ccc2nsnc2c1N
[23] CC(Oc1ccc(Cl)cc1Cl)C(=O)NCCCn1ccnc1 (stereo not given)
[24] CCOC(=O)c1c(CN2CCOCC2)n(-c2ccccc2)c2ccc(O)cc12
entry no.	17	18	19	20	21	22	23	24
FBPA coupling cs	3	/	1	-2	-2	-1	0	1
uPA surface inh	-4%	8%	-2%	-3%	-2%	1%	6%	1%
NPC1 promoter act	-2%	-3%	-12%	1%	-9%	-2%	3%	2%
KCNH2 3.1 inh	-10	1	?	-1	12	-1	11	-10
Gal4-VP16 FLuc	-13%	/	-6%	-7%	-5%	3%	2%	1%
RORg inh	16%	/	-16%	35%	1%	0%	-3%	-19%
Giardia kill	-5	5	1	9	3	3	-10	1
ELG1 genotoxic	6%	29%	11%	1%[9.26 µM]	-5%	0%	0%	-6%
Tb PFK block	6%	3%	-1%	-9%	1%	-25%	1%	-7%
Rab9 promoter act	-3%	1%	-15%	17%	-4%	-1%	4%	-5%
FLuc counter	6%	-3%	2%	?	-6%	-4%	2%	-1%

Complete entries, looked up by structure. Values in the order: FBPA coupling cs, uPA surface inh, NPC1 promoter act, KCNH2 3.1 inh, Gal4-VP16 FLuc, RORg inh, Giardia kill, ELG1 genotoxic, Tb PFK block, Rab9 promoter act, FLuc counter
`CC(=O)Nc1cc(NC(C)=O)cc(C(=O)OCC(=O)c2ccc3c(c2)OCO3)c1` is listed as /, 8%, -3%, 1, /, /, 5, 29%, 3%, 1%, -3%
`CCOC(=O)c1c(CN2CCOCC2)n(-c2ccccc2)c2ccc(O)cc12` is listed as 1, 1%, 2%, -10, 1%, -19%, 1, -6%, -7%, -5%, -1%
`CC(Oc1ccc(Cl)cc1Cl)C(=O)NCCCn1ccnc1` (stereo not given) is listed as 0, 6%, 3%, 11, 2%, -3%, -10, 0%, 1%, 4%, 2%

The list goes on.
[25] OC(COC(c1ccccc1)c1ccccc1)CN1CCCCC1 (stereo not given)
[26] CC1CCCCN1CC(O)COCc1ccccc1 (stereo not given)
[27] CN(C)C(=O)c1cn(-c2ccccc2)nc1-c1cccc([N+](=O)[O-])c1
[28] O=C(CSc1nc2ccccc2s1)NC1CCCc2ccccc21 (stereo not given)
[29] CC(=O)c1ccccc1NC(=O)COC(=O)CCC1CCCC1
[30] COc1ccc(/C=C2\CN(Cc3ccccc3)C/C(=C\c3ccc(OC)cc3)C2=O)cc1
[31] COc1cc(/C=C/C(=O)N2CCCC2)cc(OC)c1OC
[32] CC(C)Oc1ccc(C(=O)Nc2cc(=O)n(C)c(=O)n2C)cc1
entry no.	25	26	27	28	29	30	31	32
FBPA coupling cs	0	-1	-2	3	/	-2	3	0
uPA surface inh	4%	10%	1%	5%	0%	-3%	-1%	6%
NPC1 promoter act	-1%	0%	-1%	1%	/	0%	2%	0%
KCNH2 3.1 inh	-44	-5	-2	-5	-15	-10	3	-9
Gal4-VP16 FLuc	-26%	4%	11%	-6%	/	?	-4%	15%
RORg inh	14%	12%	21%	-3%	/	-24%	0%	31%
Giardia kill	19	4	4	3	27	4	-8	-22
ELG1 genotoxic	3%	6%	-8%	-1%	-2%	-13%	5%	15%
Tb PFK block	-1%	-8%	1%	-2%	9%	9%	9%	-2%
Rab9 promoter act	0%	-2%	8%	-5%	/	-4%	0%	-2%
FLuc counter	-2%	-2%	-8%	2%	/	5%	2%	3%

[33] Cc1nc2ccccc2cc1C(=O)N/N=C/c1ccccc1[N+](=O)[O-]
[34] CCOc1ccc(Oc2ccccc2NC(=O)CCNC(C)=O)cc1
[35] CCOC(=O)N1CCN(c2ccncc2S(=O)(=O)N2CCCCC2)CC1
[36] COc1ccc(C=C(C#N)C#N)c(CSc2ccccn2)c1
[37] O=C(CN1CCC(C(=O)c2ccc3c(c2)OCCO3)CC1)Nc1ccccc1C(F)(F)F
[38] CNS(=O)(=O)c1cccc(C(=O)NNC(=O)CN(C)S(=O)(=O)c2ccc(Cl)cc2)c1
[39] c1ccc(-c2ccc(OCCCNC3CCCC3)cc2)cc1
[40] CCOC(=O)c1cnc(SCC)[nH]c1=O
[41] O=C(COC(=O)C1CC(=O)N(Cc2ccco2)C1)c1ccc(OC(=O)c2ccco2)cc1 (stereo not given)
[42] N#CCCn1c(SCC(=O)NCCc2ccc(F)cc2)nc2ccccc21
entry no.	33	34	35	36	37	38	39	40	41	42
FBPA coupling cs	2	4	/	0	0	/	1	-5&-10	0	0
uPA surface inh	6%	-1%	3%	-12%	6%	5%	-4%	1%	10%	4%
NPC1 promoter act	-2%	0%	-2%	-3%	-5%	-4%	0%	-1%&-4%	-5%	-1%
KCNH2 3.1 inh	10	-3	1	0	0	1	-92*	8	22	-4
Gal4-VP16 FLuc	2%	-2%[10 µM]	1%	16µM*	-7%	/	0%	-1%&-1%	?	-6%
RORg inh	-15%	36%	10%	?	?	/	-7%	-1%&-30%	?	30%
Giardia kill	16	11	6	16	-9	-3	-26	2	-22	-18
ELG1 genotoxic	0%	-1%	3%	9%	-11%	-1%	2%	-1%&0%	1%	-2%
Tb PFK block	2%	-3%	2%	4%	0%	-5%	-4%	0%&1%	?	3%
Rab9 promoter act	2%	-17%	0%	7%	-3%	-1%	-18%	-8%&1%	8%	-6%
FLuc counter	?	-5%	3%	2%	-2%	0%	-11%	-2%&-2%	-17%	2%
